# Shiga inhibitor: A qHTS for Small Molecule Inhibitors of Shiga Toxin; actives 9.2% (n = 290,000); Vero cells, Shiga toxin protein synthesis inhibition reporter; inhibition, % at 38.7 µM; in the data active = inhibition mostly above about 28%, no sharp cut-off; inactive = mostly below about 43%; note: 0% is about no effect
# LmPK inhibitor: qHTS Assay for Inhibitors of Leishmania Mexicana Pyruvate Kinase (LmPK) | actives 0.37% (n = 290,000) | AID 1721, 2009 | purified LmPK, Kinase-Glo ATP luminescence, 1 h | Q27686 | Potency, µM (doses to about 57.5 µM), for the others: top-dose activity change, negative = inhibition, most hits filed as inhibitors; note: potency is the fitted concentration of half-maximal effect; % is set by controls: 0 for no effect and ±100 for the full control effect
# Target sequence (Q27686 whole entry, looked up): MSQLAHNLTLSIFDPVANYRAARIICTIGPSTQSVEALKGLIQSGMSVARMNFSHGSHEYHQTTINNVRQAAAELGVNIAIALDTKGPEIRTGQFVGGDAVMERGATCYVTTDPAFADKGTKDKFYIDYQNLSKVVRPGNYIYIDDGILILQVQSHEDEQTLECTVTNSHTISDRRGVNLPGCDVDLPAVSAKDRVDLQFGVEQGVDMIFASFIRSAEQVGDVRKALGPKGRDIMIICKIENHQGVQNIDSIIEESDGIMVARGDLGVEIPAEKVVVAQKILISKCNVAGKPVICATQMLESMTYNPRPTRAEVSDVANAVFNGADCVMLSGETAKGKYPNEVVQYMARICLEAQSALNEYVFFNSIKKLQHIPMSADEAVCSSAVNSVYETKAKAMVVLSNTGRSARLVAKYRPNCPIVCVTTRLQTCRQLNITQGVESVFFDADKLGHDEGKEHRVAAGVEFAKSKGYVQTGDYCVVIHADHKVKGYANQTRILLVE
#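 In 50 mM imidazole pH 7.2 with 7 mM MgCl2, LmPK (0.1 nM) turned over PEP (0.5 mM) and ADP (0.1 mM) for 1 h at room temperature. Luciferase read-out of ATP.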
# AmpC inh no detg: qHTS Inhibitors of AmpC Beta-Lactamase (assay without detergent); AID 485341, 2010; actives 0.52% (n = 330,000); P00811; AmpC nitrocefin hydrolysis, absorbance 480 nm, 0.0001% Triton; Potency, µM (doses to about 57.1 µM), without a hit: at the top dose activity change, negative = inhibition, usual class: inhibitors;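 note: potency is the fitted concentration of half-maximal effect; plate controls were no compound for no effect and no enzyme for full effect; nearly all actives have a fitted effect of over 20% in size; some results filed as inactive show a strong effect at the top dose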
# Target sequence (P00811 whole entry, looked up): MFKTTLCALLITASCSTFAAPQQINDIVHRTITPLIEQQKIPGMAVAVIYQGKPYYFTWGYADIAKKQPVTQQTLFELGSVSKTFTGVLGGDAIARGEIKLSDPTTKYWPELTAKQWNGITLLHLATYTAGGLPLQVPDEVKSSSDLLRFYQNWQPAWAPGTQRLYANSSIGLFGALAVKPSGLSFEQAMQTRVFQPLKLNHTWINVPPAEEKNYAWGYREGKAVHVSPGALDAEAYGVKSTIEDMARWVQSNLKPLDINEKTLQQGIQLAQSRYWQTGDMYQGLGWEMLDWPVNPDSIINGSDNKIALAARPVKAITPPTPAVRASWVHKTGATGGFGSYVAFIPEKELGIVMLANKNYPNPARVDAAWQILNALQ
#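 20 mM phosphate pH 7.0 + 0.01% (detergent screen) or 0.0001% Triton X-100; 5.3 nM AmpC reagent; cpd preinc 15 min RT; nitrocefin (800 uM stock) to start; A480 q20 s × 4 min; Activity was normalised to no-enzyme and no-compound control wells.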
# TbPYK inhibitor: qHTS of Trypanosoma Brucei Inhibitors; pyruvate kinase (Trypanosoma brucei), Q57TT1; TbPYK enzyme, Kinase-Glo Plus ATP luminescence, 45 min; Potency, µM (top dose mostly 76.8 µM), for the others: at the top dose activity, negative = inhibition, actives largely listed as inhibitors; actives 0.12% (n = 410,000); AID 624173, 2012; note: potency is the fitted concentration of half-maximal effect; % is set by controls: 0 for no effect and ±100 for the full control effect; nearly all actives have a fitted effect of over 50% in size
#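 Quantitative HTS: titrated library compounds versus trypanosomal pyruvate kinase in TEA buffer (pH 7.2) containing KCl, MgCl2, BSA and Tween-20. Reactions were initiated with ADP, 130 uM final. Kinase-Glo Plus luminescence was read after 45 min at RT.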
# Pf growth 48h: Primary qHTS for delayed death inhibitors of the malarial parasite plastid, 48 hour incubation. Potency, µM (top dose mostly 28.7 µM), inactives show at the top dose activity change, negative = inhibition, usual class: inhibitors. actives 5.9% (n = 310,000). P. falciparum luciferase growth in erythrocytes, 48 h; note: potency is the fitted concentration of half-maximal effect; % is set by controls: 0 for no effect and ±100 for the full control effect
#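 In quantitative HTS format, infected erythrocytes bearing luciferase-reporter parasites were treated for a single generation at 37 C. Luminescence after adding detection reagent served as the growth measure.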
# Pf growth 96h: Primary qHTS for delayed death inhibitors of the malarial parasite plastid, 96 hour incubation; actives 6.9% (n = 320,000); Potency, µM (series often up to 28.7 µM), for the others: top-dose activity change, negative = inhibition, usual class: inhibitors; P. falciparum luciferase reporter growth, 96 h; AID 504834, 2011; note: potency is the fitted concentration of half-maximal effect; % is set by controls: 0 for no effect and ±100 for the full control effect
#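 P. falciparum expressing integrated firefly luciferase grown in erythrocytes (2% hematocrit, 0.05% parasitemia final) with compounds for 96 hours at 37 C, 5% CO2. Growth inhibition read as loss of luminescence after adding luciferase detection reagent.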
# Cycloheximide cs: Cycloheximide Counterscreen for Small Molecule Inhibitors of Shiga Toxin | cell reporter, cycloheximide protein synthesis inhibition counterscreen | max response, % | actives 12% (n = 300,000) | AID 2314, 2010; in the data active = max response mostly above about 13%, no sharp cut-off; inactive = mostly below about 14%; note: read at 38.3 µM for the half of the compounds with a filed dose; 0% is about no effect
# Numbers without * were called inactive; u = inconclusive; x = no result given; + = active, no number; [ ] = remark or other dose. Unless noted, calls come from the whole dose curve; as a rule, active = well fitted curve in the direction sought with a large enough effect; inconclusive = small, poorly fitted or top-dose-only effect, or another doubt; inactive = no such curve, though single readings can be large; an effect the other way counts as inactive or inconclusive. An unsorted share of the library; about 22% have a hit in one of these screens.
SMILES,Shiga inhibitor,LmPK inhibitor,AmpC inh no detg,TbPYK inhibitor,Pf growth 48h,Pf growth 96h,Cycloheximide cs
Cc1cc(=O)oc(C)c1C(=O)NC1CC(C)(C)NC(C)(C)C1,15,0%,-14%,-9%,8%,16%,-2
Cc1ccc(S(=O)(=O)N2CCC(=O)N(CCOC(=O)Nc3ccc(F)cc3)CC2)cc1,-4,-1%,112%[activator],5%,11%,u,1
O=c1c2ccccc2nc(/C=C/c2ccccc2)n1CCCO,6,0%,28%,2%,u,1%,11
Cc1cc(NC(=O)CSc2nnc(-c3ccco3)n2C)no1,x,x,-10%,-11%,u,6%,x
Cc1cc(Cl)c(S(=O)(=O)NCc2cccnc2)cc1OCC(=O)NC1CCCCC1,-10,-4%,-4%,x,x,u,-8
CCNC(=O)Nc1ccccc1C(=O)OC,-12,2%,10%,0%,31%,u,-4
CCOC(=O)COc1c(C=O)cc(Br)cc1OC,-6,5%,-19%,17%,4%,58%[activator],-2
CCc1cc(-c2n[nH]c(=S)n2N)n(C)n1,-12,-3%,-23%,-11%,-8%,u,-3
COCCn1c(-c2ccc(Cl)cc2)cnc1SCC(=O)NCCc1ccc(OC)c(OC)c1,-14,7%,154%[activator],-17%,u,0%,-2
CSc1ccc(C(=S)N2CCN(C)CC2)cc1,10,-4%,-12%,u,4%,46%[activator],9
CCCCn1c(=O)c(C(=O)Nc2cccc(C)c2)c(O)c2ccccc21,x,6%,-27%,4%,u,-7%,1
CCOC(=O)C1CCN(C(=O)Cc2ccc(OC)c(OC)c2)CC1,30,-1%,79%[activator],1%,u,u,-4
O=C(Cc1cccs1)Nc1ccc(-c2nnn(CC(=O)N3CCOCC3)n2)cc1,24,-1%,-30%,-9%,8%,0%,9
O=C(CC(c1ccc(F)cc1)c1ccco1)Nc1nccs1 (stereo not given),-4,2%,-28%,0%,u,-23%,8
CC(C)(NC(=O)c1cc(Cl)c2ccccc2c1O)C(=O)O,-6,2%,-23%,-4%,32%[activator],0%,0
CCc1ccc(-n2c(=S)sc3c(=O)n(-c4ccccc4C)c(SCC(=O)O)nc32)cc1,2,8%,-18%,0%,12%,12%,5
COc1ccc(/C(C)=N/NC(=O)CNC(=O)c2cccnc2)cc1OC,-6,-4%,-10%,-2%,14%,-25%,-1
CC(=O)C1=C(O)CCCC1=NCc1nc2ccccc2[nH]1,1,6%,0%,-3%,14%,7%,5
COC(=O)c1sccc1NC(=S)N1CCCCC1C (stereo not given),-11,12%,-20%,4%,x,3%,-4
O=C1c2ccccc2C(=O)N1S(=O)(=O)c1ccccc1,1,-10%,-15%,2%,12%,22%,-2
O=C(Cn1nnc(-c2ccccc2)n1)Nc1ccccc1N1CCOCC1,-4,6%,-5%,1%,-24%,u,1
CC(C)c1nc2ccccc2c2nnc(SCC(=O)NCc3ccco3)n12,-13,9%,-21%,-11%,u,u,-4
Cc1ccc(C(=O)NCCCNC(=O)c2ccco2)cn1,40,3%,-20%,0%,-1%,68%[activator],-2
ONC(=Nc1ccc(Cl)cc1)c1ccc(Cl)cc1,-1,1%,-4%,0%,70%[activator],106%[activator],11
COC(=O)C1=C(C(=O)OC)SC(=C2C(=S)C(C)(C)N(C(=O)C3CC3)c3ccccc32)S1,-14,2%,1%,-8%,u,x,4

# Continued:
SMILES,Shiga inhibitor,LmPK inhibitor,AmpC inh no detg,TbPYK inhibitor,Pf growth 48h,Pf growth 96h,Cycloheximide cs
Cc1ccc(Oc2ccc(S(=O)(=O)Nc3ccc(C(=O)O)cc3)cc2)cc1,x,x,-26%,-1%,-19%,22%,x
Clc1ccc(Cn2ncc3c(N4CCCCC4)ncnc32)c(Cl)c1,-13,4%,x,10%,4%,-1%,6
CCOc1ccc(-c2nnc3sc(COc4ccc(C)cc4)nn23)cc1,-10,-1%,-4%,-9%,21%,0%,-8
CCCN1CCC(=O)N([C@H](CSc2ccc(C)cc2)Cc2ccccc2)CC1,-6,4%,200%[activator],2%,9.3µM*,5.9µM*,-4
CCNC(=S)N(CCN(C)C)Cc1cc2cc(OCC)ccc2[nH]c1=O,-13,6%,4%,-2%,6%,42%[activator],-2
Cc1sc2ncnc(N3CCC(C(=O)Nc4ccc(C#N)cc4)CC3)c2c1C,x,x,-25%,-9%,u,u,x
CCNc1nc(NCC)nc(N/N=C/c2ccc(O)c(O)c2)n1,-14,-4%,-43%,-13%,-177%,u,2
CC(C)(C)c1ccc(C(=O)NCC(=O)OCCN2C(=O)c3ccccc3C2=O)cc1,x,x,10%,2%,61%[activator],99%[activator],x
Cc1ccc2cc(CN(C(=O)c3ccco3)c3cccc(C)c3C)c(=O)[nH]c2c1,12,4%,-26%,-32%,u,4%,-2
O=C(O)C1Nc2ccc(Br)cc2C2C=CCC12 (stereo not given),-9,12%,-44%,-8%,1%,40%[activator],-1
O=C(NCC1CCCO1)C(c1ccc(F)cc1)N(CC1CCCO1)C(=O)c1ccc(-c2ccccc2)[nH]1 (stereo not given),-3,3%,167%[activator],2%,2.1µM*,26%,-2
Nc1cc(C(=O)OCC(=O)NCC2CCCO2)ccc1Cl (stereo not given),28,-5%,-16%,-1%,22%,30%[activator],1
Cc1cccc(N(C)C(=O)COc2cc(=O)n(C)c3ccccc23)c1,-5,0%,21%,-5%,x,21%,7
CN(C)CCCOC(=O)c1ccc(Cl)cc1,13,3%,-14%,0%,14%,x,11
CC(OC(=O)C(NC(=O)c1ccco1)C(C)C)C(=O)Nc1ncc(Cl)cc1Cl (stereo not given),-15,-1%,-24%,-3%,23%,46%[activator],-3
OCC(Cl)CCl (stereo not given),x,x,-2%,-6%,48%[activator],44%[activator],x
Cn1cccc1C(=O)NNC(=O)COc1ccc(Br)cc1,x,x,3%,-11%,5%,26%,x
CCOc1ccc(C(=O)c2ccc([N+](=O)[O-])cc2Cl)cc1,0,-4%,-32%,2%,-11%,-13%,12
C/C(N)=C(/C#N)C(=O)COC(=O)CSc1ccc2ccccc2c1,-8,9%,-13%,-12%,x,-26%,-2
O=C(Nc1cc(Cl)ccc1Cl)N1CCCC1,-4,4%,-6%,u,-9%,u,-2
CC(Oc1ccc([N+](=O)[O-])cc1Cl)C(=O)Nc1ccc(C(N)=O)cc1 (stereo not given),-5,5%,-15%,-1%,11%,-9%,4
Cc1ccc(C2=NN(S(C)(=O)=O)C(c3ccc4c(c3)OCO4)C2)cc1 (stereo not given),+,-15%,-9%,-16%,191%[activator],303%[activator],76*
Clc1ccc2c(N/N=C/c3cccnc3)ccnc2c1,24,-4%,-17%,-4%,0.66µM*,0.83µM*,17*
FC(F)(F)c1cnc(Oc2ccc(-c3nnco3)cc2)c(Cl)c1,8,5%,75%[activator],10%,-7%,38%[activator],4
COc1ccc(NC(=O)c2ccccc2SC)cc1,67*,u,-16%,1%,48%[activator],-21%,54*

# Other records.
SMILES,Shiga inhibitor,LmPK inhibitor,AmpC inh no detg,TbPYK inhibitor,Pf growth 48h,Pf growth 96h,Cycloheximide cs
O=C(NNC(=O)C1CCN(S(=O)(=O)c2ccc(Cl)cc2)CC1)c1ccc(S(=O)(=O)N2CCCCC2)cc1,-9,2%,-44%,1%,-9%,18%,1
COc1cccc(-c2cc(C(=O)NC3CC3)c3ccccc3n2)c1,-26,-12%,-8%,-12%,u,55%[activator],3
CCCn1c(N)c(N(CCOC)C(=O)Cc2ccc(S(=O)(=O)N3CCOCC3)s2)c(=O)[nH]c1=O,x,x,-14%,2%,11%,-4%,x
CCN=C(NCC)SC1CC(=O)N(c2ccc(F)cc2)C1=O (stereo not given),-9,1%,-13%,-1%,2%,73%[activator],-6
CCC(C)[C@H]1CNCCN1CCc1cc(C(F)(F)F)cc(C(F)(F)F)c1 (stereo not given in full),x,x,152%[activator],3%,u,u,x
CC1=NN(C(=O)Cc2ccc([N+](=O)[O-])cc2)C(O)(C(F)(F)C(F)(F)F)C1 (stereo not given),2,-10%,-10%,0%,0%,u,1
Cc1cc(C)cc(N(CC(=O)NCC2CCCO2)C(=O)CCC(=O)Nc2nccs2)c1 (stereo not given),-5,-10%,-6%,1%,14%,17%,-7
CCCCn1nnnc1SCC(=O)Nc1ccc2c(c1)OCO2,59,1%,-27%,9%,18%,x,13
CC(=O)Nc1ccc(C(=O)CCl)cc1,x,x,-25%,-1%,38%[activator],42%[activator],x
CCC(=O)c1ccc(OCc2ccc(C(=O)OC)cc2)c(OC)c1,21,3%,-1%,3%,61%[activator],109%[activator],5
CC1(C)CC(=O)C(C(N)=NC(=O)c2ccccc2)=C(O)C1,70*,0%,-16%,-7%,27%,46%[activator],39*
COC(=O)CC1=NN(c2nc(C)cc(C)n2)C(=O)C1,-10,1%,18%,1%,-2%,-6%,8
CC(C)c1ccc(NC(=S)NN(c2ccccc2)c2ccccc2)cc1,13,-3%,-22%,-11%,u,u,5
COc1cccc(OC)c1C(=O)Nc1ccccc1C(=O)N1CCOCC1,-12,0%,-12%,2%,11%,x,-1
CN(Cc1c(C(=O)N/N=C/c2ccccc2)nnn1-c1nonc1N)C1CCCCC1,-10,-1%,-25%,-8%,-1%,24%,7
CCOc1ccc(Br)cc1S(=O)(=O)NC(=O)c1ccccc1,-9,-3%,-26%,0%,11%,25%,-1
C/C(CC(=O)Nc1ccc(N(C)C)cc1)=N\NC(=O)c1cnccn1,63*,-3%,15%,-15%,u,34%[activator],23*
COc1ccc(CCC(=O)Nc2nc(C)c(C(=O)N(C)C)s2)cc1,3,2%,29%,0%,7.4µM*,u,10
NC(=O)Nc1ccc(C(=O)N2CCN(S(=O)(=O)Cc3ccccc3)CC2)cc1,x,x,-7%,3%,u,u,x
CC(C)C(C)NC(=O)COc1ccc(S(=O)(=O)N2CCOCC2)cc1Cl (stereo not given),5,8%,114%[activator],-1%,u,-23%,-3
CCOc1ccc(C2=NNC(c3cccs3)=Nc3ccc(OCC)cc32)cc1,30*,1%,-46%,x,x,u,4
CCCCn1c(SCC(=O)NCc2ccco2)nc2cc(S(N)(=O)=O)ccc21,12,8%,-23%,-10%,-27%,x,-1
O=C(CN1C(=O)NC2(CCCC2)C1=O)Nc1ccc(Cl)cc1C(F)(F)F,-14,-3%,-17%,3%,11%,27%,9

# Full records from above:
# Record of CC1=NN(C(=O)Cc2ccc([N+](=O)[O-])cc2)C(O)(C(F)(F)C(F)(F)F)C1 (stereo not given) = Shiga inhibitor = 2; LmPK inhibitor = -10%; AmpC inh no detg = -10%; TbPYK inhibitor = 0%; Pf growth 48h = 0%; Pf growth 96h = u; Cycloheximide cs = 1
# Record of CCOc1ccc(C2=NNC(c3cccs3)=Nc3ccc(OCC)cc32)cc1 = Shiga inhibitor = 30*; LmPK inhibitor = 1%; AmpC inh no detg = -46%; TbPYK inhibitor = x; Pf growth 48h = x; Pf growth 96h = u; Cycloheximide cs = 4

# From PubChem BioAssay
